High-throughput results (PubChem BioAssay)
HepG2 viability: HepG2 cytotoxicity, counter-screen for TGF-b inhibitors | HepG2 CAGA-GFP viability, ATP luminescence, 18 h | Potency, µM (top dose mostly 46.1 µM), for inactives: top-dose activity change, negative = cytotoxicity, hits mostly cytotoxic | 410,000 tested, 0.76% active; note: potency is the fitted concentration of half-maximal effect; some results filed as inactive show a strong effect at the top dose
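HepG2 CAGA-GFP cells (1000/well, DMEM with 1% FBS) received compound, then TGF-beta at 500 pg/mL final, and were incubated 18 hours at 37 degrees C. Viability was read by CellTiter-Glo luminescence. Media-only wells were set as complete cell-killing and DMSO as no toxicity.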
ATXN viability: cell viability loss in ATXN counter-screen; S2 cells (HEK-293 line with an ATXN2-luciferase reporter) viability, CellTiter-Fluor protease fluorescence, 24 h; Potency, µM (highest dose often 56.7 µM), usual class: cytotoxic; 400,000 tested, 0.49% active; AID 651635; note: potency is the fitted concentration of half-maximal effect; nearly all actives have a fitted effect of over 40% in size
Nrf2 inh: blocks Nrf2 signaling; A549 ARE-Fluc reporter, luciferase luminescence, 18-24 h; Potency, µM (top dose mostly 46 µM), inactives show top-dose activity change, negative = inhibition, hits mostly inhibitors; 360,000 tested, 2.1% active; note: potency is the fitted concentration of half-maximal effect; % is set by controls: 0 for no effect and ±100 for the full control effect; nearly all actives have a fitted effect of over 60% in size
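A549 ARE_Fluc cells, 5000/well, 5% FBS OPTI-MEM; compounds in dose-response, 18-24 h at 37 °C/5% CO2; CellTiter-Fluor viability read (Ex 405/Em 525), then BugLite luciferase luminescence = Nrf2 activity.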
Nrf2 activator: Nrf2 pathway activation; Potency, µM (titrated, usually from 46.1 µM), inactives show top-dose activation, usual class: activators; 410,000 tested, 0.31% active; AREc32 ARE-luciferase reporter (MCF7-derived line), luminescence, 24 h; note: potency is the fitted concentration of half-maximal effect; % of control where 0% means no effect; nearly all actives have a fitted effect of over 65% in size
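AREc32 cells carrying an ARE-driven firefly luciferase, 1000 cells/well in OPTI-MEM with 5% FBS, dosed after overnight attachment and incubated 24 hr at 37 deg C. Steady-Glo luminescence read after 30 min at RT.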
A549 viability: kills or reduces viability of A549 cells in Nrf2 counter-screen; A549 ARE-Fluc cells, CellTiter-Fluor viability, 18-24 h; Potency, µM (top dose mostly 46 µM), for the others: top-dose activity change, negative = cytotoxicity, most hits filed as inhibitors; 390,000 tested, 0.16% active; AID 504648; note: potency is the fitted concentration of half-maximal effect; % is set by controls: 0 for no effect and ±100 for the full control effect
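Cytotoxicity counterscreen: CellTiter-Fluor fluorescence was measured in A549 ARE_Fluc cells after 18-24 h of compound exposure in a concentration series. The subsequent BugLite luminescent read reports ARE-luciferase activity.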
CCT modulator: modulators of cytosolic chaperonin (CCT/TRiC) activity; purified chaperonin ATPase assay, HTRF ADP detection, 30 min; activity change, % (no concentration beside the values), hits read low; 360,000 tested, 0.3% active; in the data active = activity change below about -30%; note: % is set by controls: 0 for no effect and ±100 for the full control effect
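Enzyme 40 or 20 nM (batch-dependent) in Tris pH 7.4/KCl/MgCl2/DTT; cpd 76 uM single point; ATP 10 uM; 30 min 37 °C; Transcreener ADP HTRF detection, 30 min RT; ratio 665/615.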
Mm-Cpn inhibitor: blocks the Methanococcus maripaludis chaperonin Mm-Cpn. 330,000 tested, 0.031% active. AID 504842. Potency, µM (top dose mostly 76.9 µM), inactives show at the top dose activity, negative = inhibition, most hits filed as inhibitors. purified Mm-Cpn ATPase, ADP Transcreener TR-FRET; note: potency is the fitted concentration of half-maximal effect; % is set by controls: 0 for no effect and ±100 for the full control effect; nearly all actives have a fitted effect of over 80% in size
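ATP (10 uM final) was added to archaeal chaperonin (25 nM final) after 10 min exposure to test compound at 37°C; after 30 min further incubation, ADP was detected by competitive TR-FRET.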
TGFb inhibitor: TGF-b pathway inhibition; HepG2 CAGA-GFP TGF-b/SMAD3 reporter, GFP fluorescence, 18 h; TGF-beta stimulated, 500 pg/mL final; Potency, µM (series often up to 46.1 µM), inactives show at the highest dose activity, negative = inhibition, actives largely listed as inhibitors; 410,000 tested, 1.2% active; note: potency is the fitted concentration of half-maximal effect; % is set by controls: 0 for no effect and ±100 for the full control effect; nearly all actives have a fitted effect of over 65% in size
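Smad-responsive CAGA-GFP expression was quantified in HEPG2 cells exposed to compounds and 500 pg/mL final TGF-beta for 18 h at 37 degrees C; unstimulated wells defined full inhibition.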
pAkt inh: blocks phosphorylation of Akt | AID 651550 | activity change, % for hits at 50 µM | 360,000 tested, 0.32% active | Neuro2A IGF-stimulated pAkt S473 HTRF, 20 min; stronger effect = lower value; in the data active = activity change below about -80%; inconclusive = mostly about -51% to -80%; note: % is set by controls: 0 for no effect and ±100 for the full control effect
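Single-point screen (50 µM final compound) in Neuro2A cells stimulated 20 min with 6 nM IGF at 37 deg C. After lysis, Ser473-phosphorylated Akt read by HTRF (ex 330 nm, em 615/665 nm) as the 665/615 ratio.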
Starred values were filed as active, the others as inactive; i = inactive; ? = inconclusive; / = no result given; [ ] = another dose, or the depositor's remark. Unless noted, calls come from the whole dose curve; as a rule, active = well fitted curve in the direction sought with a large enough effect; inconclusive = small, poorly fitted or top-dose-only effect, or another doubt; inactive = no such curve, though single readings can be large; an effect the other way counts as inactive or inconclusive.

SMILES	HepG2 viability	ATXN viability	Nrf2 inh	Nrf2 activator	A549 viability	CCT modulator	Mm-Cpn inhibitor	TGFb inhibitor	pAkt inh
COc1ccc(CN2CCc3c(c(=O)n4ncc(C(=O)N5CCN(c6ccccc6F)CC5)c4n3C)C2)cc1	-20%	i	/	0.9%	-1%	/	/	?	/
COc1ccc(-c2cc(-c3ccc(OC)c(OC)c3)n[nH]2)c(O)c1	-6%	i	19%	6.6%	?	-0.5	0%	-25%	i
CC1CCC(NC(=O)N(CCCl)N=O)CC1 (configuration not stated)	2%	i	18%	-0.3%	-15%	-2.2	/	8%	i
O=C(NCCC1=CCCCC1)C1CCN(S(=O)(=O)N2CCOCC2)CC1	-1%	i	/	-1.0%	5%	-0.3	2%	20%	i
COc1cccc(C2SCC(=O)N2c2ccc(C)cc2)c1OC (configuration not stated)	-5%	i	1%	-0.2%	0%	-0.9	2%	?	i
Cc1ccc(N2CCN(C(=O)c3ccccc3NC(=O)C3CC=CCC3C(=O)O)CC2)cc1 (configuration not stated)	2%	i	/	0.5%	0%	-0.1	-13%	?	i
Cc1ccccc1CN1c2ccccc2-c2nc(SCC(=O)Nc3cc(F)ccc3F)ncc2S1(=O)=O	13%	i	?	-0.1%	-1%	/	/	11%	/
C/C(CC(=O)Nc1ccc2c(c1)OCO2)=N\NC(=O)OC(C)(C)C	11%	i	1%	3.2%	2%	-0.6	-1%	16%	i
CN1C(=O)/C(=C2\SC(=S)N(NC(=O)c3cccnc3)C2=O)c2ccccc21	-12%	i	-10%	9.6%	2%	-3.3	-6%	-20%	i
Cc1cccc2sc(NC(=O)c3cccc(S(=O)(=O)N4CCc5ccccc54)c3)nc12	5%	i	8%	-0.6%	-2%	1.1	0%	5%	i
Cc1c(C=O)c2ccccc2n1CC(=O)NCc1ccccc1	-1%	i	9%	0.2%	1%	0.2	2%	7%	i
CCOC(=O)Cc1csc(NC(=O)c2cc(=O)c3ccccc3o2)n1	-9%	i	-28%	3.9%	-10%	0.2	2%	4%	i
COc1ccc(C(=O)N/N=C/c2ccc(OC(=O)c3ccccc3)cc2)cc1	-16%	i	9%	-0.1%	2%	-0.1	2%	0%	i
COc1ccc(/C=C2\CCCC3C2=NC(=S)NC3c2ccc(OC)cc2)cc1 (configuration not stated)	-5%	i	17%	-0.7%	6%	-1.2	0%	-13%	i
CCN(CC)CCN1C(=O)C2C(C(=O)Nc3ccc(Br)cc3)C3C=CC2(O3)C1C(=O)NC1CCCCC1 (configuration not stated)	-10%	i	-11%	-0.4%	-17%	-41*	0%	30%[activator]	i
CCOc1ccc(C)cc1S(=O)(=O)n1ccnc1	10%	i	0%	-0.5%	-4%	-0.5	-2%	24%	i
O=C(Nc1c(Cl)cc(Cl)cc1-c1nc2ccccc2s1)c1ccc(Br)o1	-33%	i	-12%	5.0%	-7%	0.2	?	-4%	i
O=C(NCCSc1c(-c2ccccc2)[nH]c2ccccc12)c1cc2ccccc2oc1=O	-34%	?	-3%	3.9%	-5%	-28	-1%	1%	i
CNC(=O)c1ccc(NC(=O)C2CCN(c3ncnc4sc(C)c(C)c34)CC2)cc1	26%	i	?	0.3%	-14%	-3.3	0%	8%	i
Cc1cc(C)c2nc(-c3ccccn3)cc(C(=O)Nc3ccc(S(=O)(=O)Nc4cc(C)on4)cc3)c2c1	-27%	i	?	4.3%	?	-2.9	-2%	?	i
COc1ccc(CCNC(=O)Cn2c(=O)c3cccn3c3ccc(F)cc32)cc1OC	-14%	/	9%	-0.8%	10%	/	/	?	/
Cn1c(=O)[nH]c(=O)c2c1nc(Br)n2Cc1ccccc1Cl	-4%	i	?	?	4%	-1.7	2%	40%[activator]	i
Cc1[nH]c(=O)[nH]c(=O)c1S(=O)(=O)N1CCCC(C(=O)NCc2ccc3c(c2)OCO3)C1 (configuration not stated)	-16%	?	4%	-1.9%	-5%	-15	2%	-32%	i
c1ccc(C(Nc2cccnc2)c2ccccc2)cc1	-1%	i	14%	0.5%	5%	0.7	/	0%	i
CC1=C(C(=O)N(C)C)CC(CC(=O)NCC2CCCCC2)C(=O)N1CCCN1CCCC1=O (configuration not stated)	-4%	i	/	0.3%	/	1.2	/	2%	i
CCN(Cc1ccncc1)C(=O)C1CCC(=O)N(Cc2ccc(Cl)cc2)C1 (configuration not stated)	2%	i	10%	-0.7%	-7%	0.7	-2%	3%	i
Cc1c(O)ccc2c3c(c(=O)oc12)CCC(C)C3 (configuration not stated)	-2%	i	/	3.2%	3%	-1.5	1%	?	i
C=CCN(C(=O)CCC(=O)O)C1CC(=O)N(c2ccc(OCCC)cc2)C1=O (configuration not stated)	4%	?	-3%	-0.7%	-7%	-1.8	-2%	1%	i
Cc1ccc(CNS(=O)(=O)c2ccc(C(C)(C)C)cc2)n1C	-2%	i	?	4.0%	-2%	0.1	-2%	1%	/
CC1(C)CCC(=O)c2ccccc21	-27%	i	-2%	-0.5%	-5%	-6.7	/	26%	i
CS(=O)(=O)c1ccc(Cl)c(NC(=O)COC(=O)c2ncc(Cl)c(Cl)c2Cl)c1	-1%	i	13%	-0.4%	-1%	-4.2	1%	-2%	i
C=CCn1c(SCc2nc3ccccc3[nH]2)nnc1-c1cccc(OC)c1	1%	i	-5%	2.1%	-10%	0.3	0%	-5%	i
CC(=O)OC(C)(C)C1Cc2cc3ccc(=O)oc3cc2O1 (configuration not stated)	9%	i	7%	0.0%	-4%	-1.1	1%	7%	i
CC(C)(C)OC(=O)NNC(=S)NCc1ccc(Cl)cc1	-10%	i	-6%	0.0%	-5%	1.6	-1%	-20%	i
Cc1ccc(-c2csc(=Nc3ccccc3)n2CCCO)cc1	-68%	?	?	-2.7%	7%	/	/	7.1µM*	/
CCOC(=O)C1CCN(C(=O)CCc2ccc(S(=O)(=O)NC(C)C)cc2)CC1	-24%	i	-17%	-1.1%	-17%	-1.4	0%	-10%	i
COCCCn1cnc2c(c1=O)c1nc3ccccc3nc1n2-c1ccc(C)cc1	22%	i	/	-0.7%	9%	0.4	0%	0%	i
COc1cc2c(cc1OC)C(COc1ccccc1OC)N(C(=O)c1ccco1)CC2 (configuration not stated)	-7%	i	1%	2.8%	9%	2.6	2%	-4%	i
O=C(CCCn1c(=O)oc2ccccc21)NNC(=O)COc1ccc(F)cc1	2%	i	14%	-1.1%	-8%	-4.2	-1%	3%	i
Cc1ccc2nc(SCC(=O)Nc3c(C)n(C)n(-c4ccccc4)c3=O)[nH]c2c1	1%	i	18%	-0.1%	-12%	-0.1	2%	-7%	i
CCN(CC)CCSc1nc(O)c(-c2ccccc2)c(=O)[nH]1	0%	i	-1%	-0.6%	-7%	-1.3	-1%	9%	i
Cc1ccc(NC(=O)CSc2nc3sc(C)cc3c(=O)n2C)cc1	3%	i	19%	1.2%	8%	-0.9	0%	11%	i
COc1cc(Nc2ncc3c(n2)CCN(Cc2cc(F)cc(F)c2)C3)cc(OC)c1	-37%	?	/	1.2%	3%	/	/	-27%	/
O=C(/C=C/Nc1ccccc1Oc1ccccc1)c1ccco1	10%	/	7%	?	-3%	-2.4	2%	-1%	i
COc1ccccc1C(CC(=O)O)c1ccc2c(c1)OCO2 (configuration not stated)	0%	i	-5%	-0.3%	-10%	-3.6	-1%	-6%	i
CCCOc1ccc(CNC(=O)C(CC)n2nc(C)c3sc4ccccc4c3c2=O)cc1 (configuration not stated)	-2%	/	?	0.0%	-13%	/	/	-1%	/
Cc1cc(C(=O)NCc2ccco2)cs1	2%	i	/	4.1%	1%	0.6	1%	-9%	i
CC1=NN(c2cccc(F)c2)C(=O)/C1=C/c1ccc(N(C)C)cc1	-6%	i	-5%	-0.2%	1%	-2.0	3%	-1%	i
Cc1ccc(S(=O)(=O)NCc2ccccc2)cc1C(=O)NCC1CCCO1 (configuration not stated)	0%	?	1%	0.2%	1%	0.8	1%	15%	i
Cc1ccc(Nc2nnc(SC(C)C(=O)NCC3CCCO3)s2)cc1 (configuration not stated)	2%	?	1%	0.7%	11%	0.5	-1%	-9%	i
CCOC(=O)c1[nH]cnc1C(=O)Nc1cccc(Cl)c1	2%	i	?	-0.4%	2%	3.2	2%	0%	i
CCCN(CCC)S(=O)(=O)c1ccc(C(=O)N2CCN(C)CC2)cc1	2%	i	6%	-0.6%	4%	-6.6	1%	2%	i
COc1ccc(C(=O)NCC(=O)OCC(=O)c2ccc3c(c2)NC(=O)CO3)cc1	7%	i	0%	-0.1%	-2%	2.7	0%	0%	i
CC1(C(=O)NS(=O)(=O)C2CC2)CCN(C(=O)CSc2ccccc2)C1 (configuration not stated)	-8%	i	/	-1.0%	/	1.0	/	5%	i
C/C(=N\OCC(=O)N/N=C/c1ccccc1)c1cccs1	-7%	i	?	1.2%	15%	0.1	-1%	0%	i
COC(=O)Cc1cc(=O)n(-c2ccccc2)[nH]1	-2%	i	-30%	-0.4%	1%	-0.5	-1%	-5%	i

For convenience, 4 of the compounds above.
SMILES	HepG2 viability	ATXN viability	Nrf2 inh	Nrf2 activator	A549 viability	CCT modulator	Mm-Cpn inhibitor	TGFb inhibitor	pAkt inh
COc1ccc(CN2CCc3c(c(=O)n4ncc(C(=O)N5CCN(c6ccccc6F)CC5)c4n3C)C2)cc1	-20%	i	/	0.9%	-1%	/	/	?	/
COc1ccc(-c2cc(-c3ccc(OC)c(OC)c3)n[nH]2)c(O)c1	-6%	i	19%	6.6%	?	-0.5	0%	-25%	i
CC1CCC(NC(=O)N(CCCl)N=O)CC1 (configuration not stated)	2%	i	18%	-0.3%	-15%	-2.2	/	8%	i
O=C(NCCC1=CCCCC1)C1CCN(S(=O)(=O)N2CCOCC2)CC1	-1%	i	/	-1.0%	5%	-0.3	2%	20%	i
